HPDE-C7 viability = cytotoxicity in HPDE-C7 cells, cell-based, fluorescence, HTS (AID 430); HPDE-C7 pancreatic duct cells viability, fluorescence; higher % means a stronger effect; one-dose cytotoxicity, % at 10 µM; EC50 in µM for titrated hits; hit rate 1.8% among 63,000;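 further: cells exposed to compound for 48 hours before viability readout; 0% = vehicle and 100% = reference cytotoxic drug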
HT1080 viability = cytotoxicity in HT1080 fibrosarcoma cells, cell-based, fluorescence readout (AID 620) | HT1080 viability, fluorescence; higher % means a stronger effect | one-dose cytotoxicity, % at 10 µM; EC50 in µM for titrated hits | hit rate 0.42% among 87,000;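 further: cells exposed to compound overnight then 4 h with Alamar Blue; 0% = vehicle DMSO and 100% = killing control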
PMK inhibit = inhibitors of Streptococcus pneumoniae phosphomevalonate kinase; purified PMK, PK/LDH-coupled NADH absorbance 340 nm; inhibition, % at 10 µM; hit rate 0.49% among 65,000; AID 539;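 active means top-ranked compounds by inhibition in the single 10 µM screen, taking a fixed number of the strongest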;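 further: 0% = full reaction with DMSO carrier and 100% = background rate without enzyme reaction; no value below 0 was filed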
Alkaline phosphatase = inhibition of tissue-nonspecific alkaline phosphatase – biochemical, luminescent (AID 518); hit rate 0.09% among 64,000; one-dose inhibition, % at 20 µM; IC50 in µM for titrated hits; purified TNAP enzyme, luminescent substrate readout; higher % means a stronger effect; in the data active means a potency from the dose series; inactive means the rest, 99 in 100 with inhibition below about 22%;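 further: plate controls were vehicle for no effect and reference inhibitor for full effect; many of its hits are not listed in these tables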
Spn DPM-DC inh = blocks S. pneumoniae diphosphomevalonate decarboxylase | purified DPM-DC, PK/LDH coupled NADH fluorescence | calls only at 10 µM | hit rate 0.49% among 65,000;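 active means the 320 compounds with the highest percent inhibition in the single-dose primary screen, excluding strongly autofluorescent ones, cut at about 32% in these data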;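 further: kinetic rate of NADH fluorescence loss reporting ADP formed by the decarboxylase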
Bfl-1 inhibitors = displacement of Bid BH3 peptide from Bfl-1 – biochemical, fluorescence polarization, FITC-Bid, mouse, primary screen (AID 432); FITC-Bid BH3 peptide fluorescence polarization displacement; higher % means a stronger effect; one-dose displacement, % at 20 µM; IC50 in µM for titrated hits; hit rate 0.02% among 64,000; in the data active means a potency from the dose series; inactive means the rest, 99 in 100 with displacement below about 15%; further: strong numbers were not always called active
LYP phosphatase = LYP phosphatase inhibitors, primary screen, biochemical, DiFMUP fluorescence, recombinant catalytic domain, 10 µM (AID 606); recombinant LYP catalytic domain, DiFMUP fluorescence; higher % means a stronger effect; inhibition, % at 10 µM; hits with a dose series show IC50 in µM; 52,000 tested, under 10 active;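 active means IC50 under 40 µM in the dose-response test; inactive means IC50 of 40 µM or more, or never dose-tested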
HPDE-C7K KRASV12 = cytotoxicity in KRAS-transformed pancreatic duct cells, primary screen, cell-based, fluorescence, HTS (AID 431); HPDE-C7K KRASV12 cells, Alamar Blue viability, 48 h; higher % means a stronger effect; one-dose cytotoxicity, % at 10 µM; EC50 in µM for titrated hits; hit rate 1.7% among 63,000;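 active means compounds whose percent cytotoxicity in the single-dose primary screen, scaled between solvent and toxic-drug controls, exceeds 50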;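 further: 0% = DMSO solvent wells and 100% = doxorubicin-treated wells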
Spn MK inh = inhibitors of Streptococcus pneumoniae mevalonate kinase; inhibition, % at 10 µM; purified MK, PK/LDH-coupled NADH absorbance 340 nm; AID 555; hit rate 0.48% among 65,000;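 active means ranked among the strongest by inhibition in the single 10 µM screen, a fixed top-ranked set picked for dose follow-up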; further: no value below 0 was filed
PMK inhibit pilot replicates = recorded beside PMK inhibit, whose call it bears; inhibition, %; measured here: pilot screen replicates
Spn MK inh pilot replicates = second read-out of Spn MK inh, no call of its own (marks repeat the call); inhibition, %; measured here: pilot screen replicates
Spn DPM-DC inh pilot screen % = recorded beside Spn DPM-DC inh, whose call it bears; inhibition, %; measured here: pilot screen trials
* marks the source's active call; other numbers are inactive results; i = inactive; x = not tested or not shown; + = active, no number. Unless noted, no stated cut-off is given here; in the data, active means cytotoxicity above about 50%; inactive means the rest.

SMILES	HPDE-C7 viability	HT1080 viability	PMK inhibit	Alkaline phosphatase	Spn DPM-DC inh	Bfl-1 inhibitors	LYP phosphatase	HPDE-C7K KRASV12	Spn MK inh	others
Cc1cc(C)n2cc(CSc3nnnn3-c3ccc(Cl)cc3)nc2n1	-19%	-4%	23	9%	i	2%	3%	-3%	2	PMK inhibit pilot replicates=7.0;Spn MK inh pilot replicates=0.0;Spn DPM-DC inh pilot screen %=5.0
COc1ccc(-c2csc(C3=C(O)CN(Cc4ccc(S(N)(=O)=O)cc4)C3=N)n2)cc1OC	-2%	-5%	0	4%	i	-5%	x	4%	8
CCOC(=O)C1CCN(C(=O)C2c3ccccc3C(=O)N(C)C2c2ccc(OC)cc2)CC1 (stereo unspecified)	-8%	1%	19	-3%	i	-4%	5%	-2%	12
CCOC(=O)N1CCN(C(=O)c2cn(CCOC)c(=O)c3c2c2ccccc2n3C)CC1	8%	-13%	9	10%	x	-4%	2%	12%	7
Cc1ccc(C(=O)CC(C(=O)O)c2cn(CCC#N)c3ccccc23)cc1 (stereo unspecified)	-1%	0%	15	7%	i	2%	-13%	-8%	9
CC1Cc2ccccc2N1C(=O)COc1nc2ccccc2nc1N1CCOCC1 (stereo unspecified)	-7%	4%	9	1%	i	3%	11%	-16%	4
O=C(NCCN1CCOCC1)c1ccc2c(c1)N(Cc1ccccc1)CCS2	-8%	4%	8	10%	x	2%	-7%	-1%	9
Cc1nc(S(=O)(=O)N(C)Cc2ccccc2)c(C#N)c(C)c1Cl	-18%	17%	10	6%	i	-6%	2%	-16%	0
Cc1c2cccn2cc[n+]1C	-3%	6%	0	6%	x	-3%	x	-17%	6
COC(=O)c1ccccc1NC(=O)CN1C(=O)C2CCCN2c2ncc(Cl)cc21 (stereo unspecified)	5%	2%	4	15%	i	-2%	4%	-2%	13

Quoted at random: four entries already listed
SMILES	HPDE-C7 viability	HT1080 viability	PMK inhibit	Alkaline phosphatase	Spn DPM-DC inh	Bfl-1 inhibitors	LYP phosphatase	HPDE-C7K KRASV12	Spn MK inh	others
CCOC(=O)C1CCN(C(=O)C2c3ccccc3C(=O)N(C)C2c2ccc(OC)cc2)CC1 (stereo unspecified)	-8%	1%	19	-3%	i	-4%	5%	-2%	12
Cc1c2cccn2cc[n+]1C	-3%	6%	0	6%	x	-3%	x	-17%	6
Cc1cc(C)n2cc(CSc3nnnn3-c3ccc(Cl)cc3)nc2n1	-19%	-4%	23	9%	i	2%	3%	-3%	2	PMK inhibit pilot replicates=7.0;Spn MK inh pilot replicates=0.0;Spn DPM-DC inh pilot screen %=5.0
COC(=O)c1ccccc1NC(=O)CN1C(=O)C2CCCN2c2ncc(Cl)cc21 (stereo unspecified)	5%	2%	4	15%	i	-2%	4%	-2%	13

Next part:
SMILES	HPDE-C7 viability	HT1080 viability	PMK inhibit	Alkaline phosphatase	Spn DPM-DC inh	Bfl-1 inhibitors	LYP phosphatase	HPDE-C7K KRASV12	Spn MK inh	others
Cn1c(=O)c2c(-c3ccncc3)c3c(nc2n(C)c1=O)-c1ccccc1C3=O	-8%	4%	13	6%	i	-12%	0%	-10%	7	PMK inhibit pilot replicates=0.0;Spn MK inh pilot replicates=3.0;Spn DPM-DC inh pilot screen %=3.0
CCOC(=O)C1CCCN(C(=O)c2cc(=O)c3ccccc3o2)C1 (stereo unspecified)	-10%	1%	18	8%	i	12%	0%	-3%	0	PMK inhibit pilot replicates=0.0;Spn MK inh pilot replicates=0.5;Spn DPM-DC inh pilot screen %=0.0
CCN(CC)c1ccc(NC(=O)c2cccc(OC)c2)c(C)c1	40%	17%	6	8%	i	0%	11%	55%*	7
CCOc1cc(C)nc(N2CCCC(C(=O)NCc3ccccc3F)C2)n1 (stereo unspecified)	2%	-4%	19	4%	i	0%	0%	5%	12
O=C(O)CCN(CCC(=O)O)c1ccccc1	-17%	-7%	12	10%	i	-8%	-5%	-8%	7
Nc1nc(NCc2ccco2)nn1-c1ccccc1	11%	-2%	0	22%	i	10%	x	18%	0	PMK inhibit pilot replicates=3.0;Spn MK inh pilot replicates=0.0;Spn DPM-DC inh pilot screen %=2.5
N#C/C(=C1\CCCN1)c1nc2ccccc2c(=O)[nH]1	-3%	5%	5	0%	i	1%	17%	-7%	0
CC(Oc1ccc(Cl)cc1Cl)C(=O)Nc1ccc2oc(-c3ccncc3)nc2c1 (stereo unspecified)	3%	17%	5	19%	x	-1%	8%	13%	12
C=C(C)CSc1nnc(-c2cccc(S(=O)(=O)N(C)C)c2)n1-c1cc(OC)ccc1OC	-34%	0%	14	2%	i	2%	4%	-27%	0	PMK inhibit pilot replicates=0.0;Spn MK inh pilot replicates=0.0;Spn DPM-DC inh pilot screen %=0.0
CN1CCN(S(=O)(=O)c2ccc(-c3noc(C4CCN(S(C)(=O)=O)CC4)n3)cc2)CC1	-19%	4%	0	10%	i	-3%	x	-29%	6
CC(=O)NCCN=C(C)c1sc2ccccc2c1O	-14%	5%	9	11%	i	-6%	10%	-1%	8
CCOC(=O)C1CCN(Cc2ccc(C(=O)OC)cc2)CC1	2%	0%	8	10%	i	-4%	x	12%	60*	PMK inhibit pilot replicates=1.0;Spn MK inh pilot replicates=+;Spn DPM-DC inh pilot screen %=2.0
CCOC(=O)C1CCN(C(=O)Nc2ccc(NC(=O)C3CCN(C(=O)OCC)CC3)cc2)CC1	2%	3%	7	8%	i	-2%	8%	0%	8
N#CC1=C(N)N(c2ccccc2C#N)C2=C(C(=O)CCC2)C1c1ccsc1 (stereo unspecified)	6%	-2%	12	-2%	i	-3%	x	7%	10
O=C(Nc1ccn(C2CC(OC(=O)c3ccccc3)C(CO)O2)c(=O)n1)c1ccccc1 (stereo unspecified)	-9%	4%	11	8%	i	1%	11%	0%	2
COc1cc(NC(=O)Cn2ncc3c2-c2ccccc2OC3)cc(OC)c1OC	-10%	-7%	12	2%	i	0%	2%	-1%	7
COc1ccc(C2CC(c3ccccc3)n3nc(NC(=O)c4cccs4)nc3N2)cc1 (stereo unspecified)	9%	1%	13	-3%	i	-6%	x	20%	11
CCCS(=O)(=O)N1CCC(C(=O)NCCc2ccccc2)CC1	x	-1%	3	4%	i	2%	9%	x	0
Cc1ccnc(SCCn2c(N3CCOCC3)nc3c2c(=O)[nH]c(=O)n3C)n1	x	8%	10	x	i	x	3%	x	9
CCCCc1nc(NCCNC(=O)c2ccco2)c(C#N)c2c1CSC(C)(C)C2	-12%	31%	4	10%	x	21%	17%	81%*	7	PMK inhibit pilot replicates=5.0;Spn MK inh pilot replicates=2.5
CC(C)(C)OC(=O)N1CCC(C(=O)N2CCC[C@H]2C(=O)O)CC1	-22%	1%	0	11%	i	0%	x	0%	0
CCN(c1ccccc1)c1nc2ccsc2c(=O)s1	-17%	-5%	0	22%	i	-12%	8%	-1%	3
Cc1ccc(-c2nsc3c(N4CCC(C(N)=O)CC4)ncnc23)cc1	-5%	9%	0	6%	i	-2%	2%	0%	4
O=C(O)C1CC=CCC1C(=O)Nc1cccc(F)c1 (stereo unspecified)	-4%	-1%	0	11%	i	-3%	7%	7%	3	PMK inhibit pilot replicates=2.5;Spn MK inh pilot replicates=0.0;Spn DPM-DC inh pilot screen %=0.5
CCOC(=O)c1cccc(NC(=O)CSc2nc(N)cc(N)n2)c1	-6%	-2%	14	14%	i	-5%	x	0%	1
Cc1c(Cl)cccc1N1C(=O)C2ON(c3ccccc3)C(c3cccnc3)C2C1=O (stereo unspecified)	-17%	3%	0	23%	i	-6%	11%	-14%	8
CCn1c(CSc2nccn2C)nc2cc(C(=O)O)ccc21	3%	0%	6	9%	i	14%	7%	6%	0
C(=N\n1cnnc1)/c1ccc(OC2CSC2)cc1	7%	-5%	0	-1%	i	-6%	1%	6%	0
CC1=C(C)C(=O)NC(Nc2nc(C)c3cc(C)cc(C)c3n2)N1 (stereo unspecified)	86%*	23%	5	16%	i	2%	12%	91%*	5	PMK inhibit pilot replicates=5.0;Spn MK inh pilot replicates=0.5;Spn DPM-DC inh pilot screen %=1.5
CCOC(=O)CC1=C(C(=O)OCC)C(c2ccc(OC)cc2OC)C(C#N)=C(N)O1 (stereo unspecified)	-14%	-9%	2	6%	i	0%	x	3%	4

Continued; it opens with the 2 that closed the last part.
SMILES	HPDE-C7 viability	HT1080 viability	PMK inhibit	Alkaline phosphatase	Spn DPM-DC inh	Bfl-1 inhibitors	LYP phosphatase	HPDE-C7K KRASV12	Spn MK inh	others
CC1=C(C)C(=O)NC(Nc2nc(C)c3cc(C)cc(C)c3n2)N1 (stereo unspecified)	86%*	23%	5	16%	i	2%	12%	91%*	5	PMK inhibit pilot replicates=5.0;Spn MK inh pilot replicates=0.5;Spn DPM-DC inh pilot screen %=1.5
CCOC(=O)CC1=C(C(=O)OCC)C(c2ccc(OC)cc2OC)C(C#N)=C(N)O1 (stereo unspecified)	-14%	-9%	2	6%	i	0%	x	3%	4
CC1(C)CC(=O)C2=C(C1)OC(N)=C(C#N)C21CCN(Cc2ccccc2)CC1	x	-4%	15	7%	i	1%	5%	x	0
O=C(c1ccccc1)c1ccc(C(=O)N2CCOCC2)cc1	3%	-3%	9	8%	i	4%	x	8%	11
CCC(OC(=O)c1cc2sccc2n1C)C(=O)NCC1CCCO1 (stereo unspecified)	-10%	5%	19	7%	i	0%	x	10%	2
COc1ccc(C(=O)Nc2nccs2)cc1OC	1%	-3%	10	5%	i	-6%	9%	2%	3
CCOC(=O)CNc1ncnc2nc[nH]c12	-4%	3%	0	9%	i	0%	3%	8%	7
Cc1ccc(NC(=O)CSC2=C(C#N)C(c3ccc4c(c3)OCO4)C3=C(CCCC3=O)N2)c(C)c1 (stereo unspecified)	-4%	-6%	7	8%	i	-8%	-1%	1%	5
Cc1ccc(N(CC(=O)Nc2ccc3c(c2)OCCO3)S(=O)(=O)c2c(C)noc2C)cc1	3%	1%	8	9%	i	-3%	x	2%	5
CCOC(=O)c1nnn(-c2nonc2N)c1-c1cccc2ccccc12	4%	11%	10	12%	i	6%	x	5%	0
CCOC(=O)c1c(C)[nH]c(C(=O)Cn2c(=O)oc3ccccc32)c1C	-7%	0%	8	8%	i	0%	8%	-8%	8	PMK inhibit pilot replicates=4.5;Spn MK inh pilot replicates=2.5;Spn DPM-DC inh pilot screen %=2.5
Cc1cc(NCCN2CCOCC2)n2ncc(-c3ccc(Cl)cc3)c2n1	10%	-6%	5	9%	x	3%	2%	17%	14
Cc1cccc(-n2c(O)c(C=Nc3ccccc3N)c(=O)[nH]c2=O)c1	-4%	9%	0	-11%	i	-9%	5%	15%	0	PMK inhibit pilot replicates=3.5;Spn MK inh pilot replicates=0.0;Spn DPM-DC inh pilot screen %=1.0
COc1cccc(-c2nn(-c3ccccc3)cc2C(=O)NCC(=O)O)c1	6%	16%	0	7%	i	0%	6%	11%	0
Cc1cc(Cl)cc(Br)c1OCCNCC(C)O (stereo unspecified)	4%	4%	11	9%	i	-2%	-2%	19%	0

Screening results deposited in PubChem BioAssay by several laboratories.
